KB-3-1 tox – KB-3-1 parental cell cytotoxicity; KB-3-1 viability, CellTiter-Glo ATP luminescence, 72 h; Potency, µM (doses to about 46.1 µM), inactives show top-dose activity change, negative = cytotoxic, hits mostly cytotoxic; 400,000 compounds, 1.4% hits; AID 1347075; further: potency means the concentration at half of the fitted maximal effect; on the % scale 0 is the no-effect control and ±100 the full control effect; nearly all actives have a fitted effect of over 60% in size
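Viability of parental KB-3-1 cells, measured by CellTiter-Glo luminescence, followed a 72 h incubation at 37 °C with pinned compounds in phenol-red-free DMEM containing 10% FBS.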
DRD3 agonist – agonists of human D3 dopamine receptor; 410,000 compounds, 0.58% hits; D3R DiscoveRx beta-arrestin cells, luminescence, 90 min; max activation, %; P35462; in the data active means max activation above about 30%; further: 0% is about no effect; mostly tested at two doses, the higher about 12 µM
Target sequence (P35462 whole entry, looked up): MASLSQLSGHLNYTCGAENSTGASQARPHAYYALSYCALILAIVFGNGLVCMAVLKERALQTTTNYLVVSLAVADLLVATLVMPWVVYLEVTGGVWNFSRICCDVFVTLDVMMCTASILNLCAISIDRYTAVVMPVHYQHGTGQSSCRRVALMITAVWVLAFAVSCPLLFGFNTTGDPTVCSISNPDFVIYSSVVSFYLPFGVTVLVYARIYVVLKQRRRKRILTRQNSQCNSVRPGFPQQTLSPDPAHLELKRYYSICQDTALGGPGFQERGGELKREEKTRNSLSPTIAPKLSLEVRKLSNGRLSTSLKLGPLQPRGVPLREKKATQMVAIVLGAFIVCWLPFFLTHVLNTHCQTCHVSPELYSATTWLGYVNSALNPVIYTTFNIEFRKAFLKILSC
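Agonist-mode cell screen: cells plated at 1500/well and incubated overnight at 37 °C, then exposed to library compounds for 90 min at 37 °C. Detection reagent was added for 30–60 min at room temperature, and luminescence was read.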
SW480 rerep – inducers of DNA re-replication in SW480 colon cancer cells. Potency, µM (doses to about 46.1 µM), for the others: at the top dose re-replication activation, most hits filed as activators. 340,000 compounds, 1.8% hits. AID 624297. SW480 DNA re-replication, Hoechst DNA content imaging, 48 h; further: potency means the concentration at half of the fitted maximal effect; % of control where 0% means no effect; nearly all actives have a fitted effect of over 55% in size
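Per well, 250 cells were exposed to pinned compound for 48 hr. Nuclear DNA was visualised with Hoechst (40 min, 37 C) and total object intensity recorded by fluorescence scanning.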
IL-1B inflam inh – blocks inflammasome-driven IL-1 beta release. THP-1 LPS/ATP IL-1B secretion, AlphaLISA, 16 h; stronger effect = lower value. activity change, % at 57.5 µM. 360,000 compounds, 4.7% hits. AID 743279; in the data active means activity change below about -50%; inconclusive means mostly about -30% to -49%; further: on the % scale 0 is the no-effect control and ±100 the full control effect
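Secreted IL-1B measured by AlphaLISA bead assay after 16 h compound exposure of THP-1 cells; compounds (final up to 57.5 uM) added 1 h before LPS (250 ng/mL) and ATP (1.25 mM) stimulation; lower signal means less secretion.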
D3 antag – blocks the human D3 dopamine receptor; D3R cells, DiscoveRx beta-arrestin luminescence, antagonist mode; stronger effect = lower value; max response, negative = inhibition, %; 360,000 compounds, 2.5% hits; in the data active means max response below about -50%; inconclusive means no clear call, values can overlap the other calls; further: on the % scale 0 is the no-effect control and ±100 the full control effect; mostly tested at two doses, the higher about 12 µM
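Cells expressing the human receptor were seeded at 1500 cells/well, incubated overnight at 37 degrees C in 5% CO2, then exposed to library compounds with dopamine controls for 90 minutes at 37 degrees C before luminescent detection.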
GLP-1R agonist – GLP-1 receptor (human) agonism; HEK293 GLP-1R CRE-luciferase, luminescence, 4-6 h; cells express a hypersensitive GLP-1R form; 380,000 compounds, 0.007% hits; Potency, µM (top dose mostly 45.6 µM), inactives show at the top dose activation, most hits filed as activators; P43220; further: potency means the concentration at half of the fitted maximal effect; % of control where 0% means no effect
Target sequence (P43220 whole entry, looked up): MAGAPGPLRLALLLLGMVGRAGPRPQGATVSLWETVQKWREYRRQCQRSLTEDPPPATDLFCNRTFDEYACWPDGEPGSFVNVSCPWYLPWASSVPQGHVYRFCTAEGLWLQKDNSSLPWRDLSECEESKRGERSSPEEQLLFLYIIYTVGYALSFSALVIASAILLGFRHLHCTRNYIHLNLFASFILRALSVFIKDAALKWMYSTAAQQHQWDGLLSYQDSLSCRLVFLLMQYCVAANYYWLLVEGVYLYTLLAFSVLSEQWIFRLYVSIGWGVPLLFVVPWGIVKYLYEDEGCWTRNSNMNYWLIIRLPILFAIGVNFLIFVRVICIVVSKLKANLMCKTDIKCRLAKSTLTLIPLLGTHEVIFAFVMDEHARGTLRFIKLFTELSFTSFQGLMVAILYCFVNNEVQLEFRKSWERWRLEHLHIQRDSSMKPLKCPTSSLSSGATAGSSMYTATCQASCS
KB-V1 cytotox – kills drug-selected multidrug resistant KB-V1 cells. KB-V1 MDR cells viability, CellTiter-Glo, 72 h. Potency, µM (doses to about 46.1 µM), inactives show at the top dose activity change, negative = cytotoxicity, actives largely listed as cytotoxic. 400,000 compounds, 3.4% hits. AID 1347076; further: potency means the concentration at half of the fitted maximal effect; on the % scale 0 is the no-effect control and ±100 the full control effect; nearly all actives have a fitted effect of over 60% in size
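Drug-selected KB-V1 cells, grown in DMEM lacking phenol red with 10% FBS, receive compound titrations; after three days at 37 degrees C, surviving cell ATP is quantified by CellTiter-Glo luminescence and responses normalized and curve-fitted.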
HT1080 IDH1KD tx – kills HT-1080 cells with IDH1 knockdown. AID 686971. HT-1080 IDH1 knockdown viability, ATP luminescence, 48 h. 360,000 compounds, 2% hits. Potency, µM (series often up to 46.1 µM), inactives show top-dose activity, negative = toxicity, most hits filed as cytotoxic;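 further: potency means the concentration at half of the fitted maximal effect; 0% = DMSO wells and -100% = cell-free medium wells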
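% activity derives from luminescence (CellTiter-Glo), normalised to DMSO and no-cell wells. HT-1080-IDH1KD cells, 750/well, had 48 h compound exposure at 37 °C.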
HT1080-NT tox – kills 2HG-producing HT-1080-NT fibrosarcoma cells; AID 686970; 360,000 compounds, 1.6% hits; Potency, µM (top dose mostly 46.1 µM), for the others: at the highest dose activity, negative = less viability, actives largely listed as cytotoxic; HT-1080-NT fibrosarcoma viability, CellTiter-Glo ATP luminescence, 48 h;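 further: NT is the 2HG producing partner of a matched IDH1 knockdown line; potency means the concentration at half of the fitted maximal effect; 0% = DMSO-treated cells and -100% = media-only wells without cells; nearly all actives have a fitted effect of over 55% in size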
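Fibrosarcoma NT cells, 750 per well in 5% FBS RPMI, were exposed to compound for 48 hours. Viability: CellTiter-Glo luminescence.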
Numbers without * were called inactive; i = inactive; ? = inconclusive; . = not tested or not shown; [ ] = dose if it differs, or a comment. Unless noted, the call rests on the fitted dose curve; in most records, active means well fitted curve in the direction sought with a large enough effect; inconclusive means small, poorly fitted or top-dose-only effect, or another doubt; inactive means no such curve, though single readings can be large; an effect the other way counts as inactive or inconclusive. Outcome played no part in choosing rows. Share with any hit: about 12%.

SMILES	KB-3-1 tox	DRD3 agonist	SW480 rerep	IL-1B inflam inh	D3 antag	GLP-1R agonist	KB-V1 cytotox	HT1080 IDH1KD tx	HT1080-NT tox
CC1(C)CC(=O)c2cnc(NC(=O)CSc3nc4ccccc4o3)nc2C1	15.4%	5.4	-2.0%	23.5	4.8	-0.2%	0.6%	14.4%	5.6%
Cc1ccc(CCNC(=O)C2CCCN(S(=O)(=O)c3c(C)nn(C)c3C)C2)cc1 (stereo not given)	3.0%	6.1	-0.8%	20.7	20.6	-9.3%	12.2%	3.3%	6.7%
CCN1C(=O)[C@H]2[C@@H](c3ccc(OC)cc3)N[C@]3(CCCN(CCC(C)C)C3=O)[C@H]2C1=O	4.0%	-7.9	.	11.1	-19.8	-6.0%	-1.3%	-1.1%	-14.9%
CSc1nc(Oc2ccc(F)cc2F)cc(C(F)(F)F)n1	-6.4%	4.0	-1.7%	2.9	0.0	-11.8%	30.0%	8.9%	12.0%
COc1ccc(N(CC(=O)NCc2ccc(F)cc2)C(=O)c2snc(C(N)=O)c2N)cc1OC	0.0%	14.5	1.1%	9.8	3.7	16.0%	-11.5%	-14.1%	-6.8%
COc1cccc(-n2c(SCC(N)=O)nnc2-c2ccco2)c1	-6.6%	-4.3	-5.4%	6.6	-1.5	-0.1%	-0.3%	-5.8%	-8.4%
Cc1cc(NC(=O)CSc2nnc(-c3ccco3)n2Cc2ccccc2)no1	-18.6%	0.1	4.8%	9.2	-23.5	8.0%	?	-5.5%	-0.6%
O=C(Nc1ccc2c(c1)CCC2)c1ncoc1-c1ccccc1F	4.2%	-16.8	?	-73.9*	?	15.6%	?	-5.9%	8.2%
O=S(=O)(NC1CCCC1)c1ccc(F)cc1F	4.6%	0.0	.	14.1	-16.7	2.5%	12.2%	9.5%	14.8%
COc1ccc(NC(=O)c2cc(-c3ccccc3)nc3c2c(C)nn3-c2ccccc2)c(OC)c1	14.6%	1.9	-12.3%	5.1	33.1	-1.3%	2.7%	1.1%	5.2%
CCn1c(SCc2c(Cl)cccc2Cl)nc2nc3c(cc2c1=O)CCCC3	10.0%	0.3	?	-13.2	-29.4	10.4%	2.6%	-1.9%	6.3%
COc1ccc(C(=O)N2CCOC2CNC(=O)C(=O)NCc2ccco2)cc1 (stereo not given)	-6.6%	5.4	-2.4%	6.3	-9.2	0.0%	-14.8%	11.8%	14.8%
C/C(=N\NC(=O)c1ccoc1C)c1ccc(Br)s1	-4.0%	-2.8	-5.7%	-5.8	-16.2	14.5%	15.7%	20.4%	5.6%
O=C(NC1CCCCC1)C(c1cccs1)N(Cc1cccs1)C(=O)c1ccco1 (stereo not given)	0.3%	-1.4	-1.2%	-11.8	-0.1	-2.6%	?	-1.1%	8.2%
Cc1cc(C(=O)NCc2cccs2)n(-c2ccccc2)n1	3.8%	0.5	0.0%	-18.2	-23.4	-0.7%	21.3%	3.2%	9.4%
O=C(CCN1C(=O)C2CC=CCC2C1=O)Nc1ccccc1Cl (stereo not given)	-1.6%	-12.9	4.5%	16.8	-14.8	-1.3%	14.3%	-2.3%	-6.9%
CC(C)[C@H](N)c1nnc2n1N=C(c1ccc(Cl)cc1)CS2	18.8%	2.4	-22.3%	11.8	24.1	-2.2%	1.2%	0.1%	3.5%
CCN1C(=O)[C@H]2[C@H]3CN=C(SCc4ccc(Cl)cc4)N3[C@@](C)(C(=O)OC)[C@H]2C1=O	0.2%	-2.3	7.6%[9.22 µM]	-15.1	11.2	5.6%	14.6%	12.7%	17.4%
Cc1oc(-c2cccc(F)c2)nc1CN1CCCCC1CCn1cccn1 (stereo not given)	17.7%	-17.9	-2.9%	4.8	?	2.4%	-18.7%	7.5%	2.5%
CCOC(=O)c1c(OCC)[nH]c2ccc(O)cc12	0.0%	-0.6	6.2%	-14.2	-24.7	-1.6%	5.6%	-0.3%	-5.6%
Cc1ccc(-c2nn(C)c(=O)c3ccccc23)cc1S(=O)(=O)NCCO	-3.4%	4.7	0.5%	0.0	?	23.9%	-30.0%	-7.1%	11.2%
NS(=O)(=O)c1ccc(CCNC(=O)NC23CC4CC(CC(C4)C2)C3)cc1	15.2%	4.6	-19.7%	6.5	6.7	-1.0%	?	5.3%	18.2%
CCOC(=O)C(=O)/C(=C\N(C)C)c1onc(-c2ccccc2)c1C(=O)OC	-1.4%	-4.6	-5.8%	26.3	17.0	8.6%	-13.5%	9.1%	6.5%
O=C(c1cccc([N+](=O)[O-])c1)N1CCN(Cc2ccc3c(c2)OCO3)CC1	0.0%	-0.2	2.0%	3.5	2.3	9.2%	16.9%	10.9%	3.7%
Cn1cnc2c1c(=O)n(Cc1cccc(Cl)c1)c(=O)n2C	-6.6%	10.0	-2.3%	13.2	?	3.7%	-14.3%	0.6%	-14.1%
O=C(Nc1nccs1)c1cn(-c2ccccc2)nc1-c1ccncc1	-10.3%	2.6	?	-17.0	6.1	11.3%	-20.2%	-19.6%	-11.2%
Cc1ccc(N2C(=O)c3ccccc3C2Nc2cccnc2)nc1 (stereo not given)	-10.1%	-1.3	-4.3%	12.1	-9.7	10.0%	-11.7%	6.8%	-8.6%
COc1ccc(C)cc1N(C(=O)Cn1nnc(-c2ccc(C)o2)n1)C(C(=O)NC1CCCC1)c1ccncc1 (stereo not given)	17.5%	-16.5	-1.8%	7.8	-57.8*	0.8%	?	-10.1%	-8.4%
CCN1CCc2c(sc(NC(=O)c3ccc(S(=O)(=O)N(CC)c4ccccc4)cc3)c2C(N)=O)C1	?	-2.9	?	-95.8*	-15.3	2.9%	?	5.8µM*	18.4µM*
O=C1C2C3C=CC(O3)C2C(=O)N1N=Cc1cccc2ccccc12 (stereo not given)	4.6%	1.0	-0.9%	17.5	9.1	11.0%	3.7%	0.5%	6.8%

Full records from above.
Record of `O=C(Nc1nccs1)c1cn(-c2ccccc2)nc1-c1ccncc1` → KB-3-1 tox = -10.3%; DRD3 agonist = 2.6; SW480 rerep = ?; IL-1B inflam inh = -17.0; D3 antag = 6.1; GLP-1R agonist = 11.3%; KB-V1 cytotox = -20.2%; HT1080 IDH1KD tx = -19.6%; HT1080-NT tox = -11.2%
Record of `CC(C)[C@H](N)c1nnc2n1N=C(c1ccc(Cl)cc1)CS2` → KB-3-1 tox = 18.8%; DRD3 agonist = 2.4; SW480 rerep = -22.3%; IL-1B inflam inh = 11.8; D3 antag = 24.1; GLP-1R agonist = -2.2%; KB-V1 cytotox = 1.2%; HT1080 IDH1KD tx = 0.1%; HT1080-NT tox = 3.5%

Next part.
SMILES	KB-3-1 tox	DRD3 agonist	SW480 rerep	IL-1B inflam inh	D3 antag	GLP-1R agonist	KB-V1 cytotox	HT1080 IDH1KD tx	HT1080-NT tox
O=C1CS/C(=N/N=C/c2cccs2)N1	?	1.0	-2.9%	10.0	10.7	3.4%	?	0.9%	13.5%
Cc1ccc(NC(=O)CSC(C)C(=O)OC(C)C(=O)NC2CCCCC2C)cc1 (stereo not given)	7.2%	0.4	2.9%	23.0	15.1	13.6%	20.8%	17.2%	5.9%
CCc1ccccc1NC(=O)c1cc(-c2cccc(O)c2)on1	1.6%	2.8	-18.7%	-18.0	-20.4	3.6%	?	7.9%	19.8%
CCCc1nc2sc(C(=O)OCC)c(N)c2c2c1COC(C)(C)C2	-3.7%	5.1	23.0%	?	15.9	-4.2%	-4.6%	-17.8%	-5.9%
COc1ccc(NC(=O)Cc2cccc3ccccc23)cc1	0.3%	-5.6	1.6%	-0.8	4.7	15.4%	4.4%	2.9%	4.2%
COc1cc(/C=N/N=C2/NC(=O)C(Cc3ccccc3)S2)ccc1O (stereo not given)	1.2%	2.2	27.5%	-13.3	-9.0	38.1%	?	-24.1%	?
COc1cnc(-c2ccccc2)nc1Oc1ccc(Cl)cc1C	1.3%	3.0	-4.1%	10.7	1.0	6.5%	0.0%	-1.6%	14.2%
CCC(C(=O)Nc1cccnc1)n1c(=O)[nH]c2ccccc2c1=O (stereo not given)	1.8%	1.6	-2.0%	-0.9	5.0	1.2%	?	1.6%	-0.5%
Cc1cccc(-n2ncc(Cl)c(Cl)c2=O)c1	21.9%	8.5	13.7%	-100.1*	-11.9	-9.9%	?	20.6µM*	5.8µM*
O=C(CCNS(=O)(=O)c1ccccc1)OCC(=O)c1ccc(Br)cc1	4.9%	-0.9	-99.6%[inhibitor]	15.7	-2.5	4.2%	-3.3%	9.0%	7.7%
COc1ccccc1OCCSc1nc2ccccc2n1CC(O)CO (stereo not given)	13.0%	17.4	?	1.3	8.2	-1.6%	-10.4%	2.6%	-1.1%
Cn1c(SCC(=O)Nc2ccccc2F)nnc1C1CCCCC1	-2.9%	4.4	-3.4%	i	-5.6	-12.6%	?	29.8%	10.3%
COC(=O)c1ccc(CSc2nc3c(c(=O)n2-c2ccc(F)cc2)SCC3)o1	-9.7%	9.9	?	-14.8	8.4	17.2%	4.7%	-1.8%	-5.6%
NC(=O)C[n+]1ccc(/C=N/O)cc1	1.0%	1.7	-9.1%	8.4	19.6	-6.9%	-14.7%	5.6%	7.7%
N=c1sccn1CC(=O)NCCc1ccc(Cl)cc1Cl	0.0%	-8.7	?	-3.4	-50.0*	-11.2%	-3.0%	-18.1%	-24.4%
Clc1ccccc1CSc1cnnc2ccccc12	-0.4%	-14.0	-2.9%	-16.0	3.2	?	-4.8%	?	?
CC(C)(C)n1nnnc1C(c1ccccc1OC(F)(F)F)N1CCN(C/C=C/c2ccccc2)CC1 (stereo not given)	?	-17.5	.	-2.8	-24.3	6.6%	?	?	?
CCOC(=O)N(C)c1c(CC)nc2c(OCc3ccc(Cl)cc3)cccn12	0.0%	10.8	.	-27.1	0.0	-1.8%	1.4%	?	?
